High-throughput results as filed in PubChem.
CHRM4 antagonist: CHRM4 antagonism in calcium assay | P08173 | CHO-hM4 cells, ACh EC80, Fluo-8 calcium fluorescence | inhibition, % at 3 µM | 0.73% of 360,000 active;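 active = inhibition above its plate's cutoff, the mean inhibition of sample wells plus 3 SD, cut at about 27% in these data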;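 also: 0% = acetylcholine EC80 with DMSO and 100% = DMSO without agonist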
Target sequence (P08173 whole entry, looked up): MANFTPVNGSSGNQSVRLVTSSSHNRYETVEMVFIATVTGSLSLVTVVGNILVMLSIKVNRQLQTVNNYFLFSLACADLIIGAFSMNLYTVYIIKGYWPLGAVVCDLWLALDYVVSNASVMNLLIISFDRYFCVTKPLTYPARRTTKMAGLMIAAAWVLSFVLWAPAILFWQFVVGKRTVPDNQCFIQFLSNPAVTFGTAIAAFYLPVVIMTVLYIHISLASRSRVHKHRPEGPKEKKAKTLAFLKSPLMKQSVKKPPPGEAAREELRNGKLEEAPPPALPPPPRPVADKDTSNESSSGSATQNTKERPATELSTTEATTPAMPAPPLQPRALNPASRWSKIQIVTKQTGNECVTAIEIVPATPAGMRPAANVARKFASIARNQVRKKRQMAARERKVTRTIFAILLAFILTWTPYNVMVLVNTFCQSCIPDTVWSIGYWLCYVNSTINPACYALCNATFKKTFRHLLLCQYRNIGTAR
OXTR potentiator: potentiators of human oxytocin receptor; activation, % at 3 µM; CHO-OTR cells, Fluo-8 calcium fluorescence, potentiator mode; 0% = oxytocin EC15, 100% = EC100; 0.061% of 320,000 active; P30559;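 active = activation above that plate's cutoff, the mean activation of tested compounds plus 3 SD, cut at about 6.6% in these data, passing the limit was not always enough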;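 also: 100% uses oxytocin at 75 nM as the full agonist control; some results filed as inactive read as strong as hits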
Target sequence (P30559 whole entry, looked up): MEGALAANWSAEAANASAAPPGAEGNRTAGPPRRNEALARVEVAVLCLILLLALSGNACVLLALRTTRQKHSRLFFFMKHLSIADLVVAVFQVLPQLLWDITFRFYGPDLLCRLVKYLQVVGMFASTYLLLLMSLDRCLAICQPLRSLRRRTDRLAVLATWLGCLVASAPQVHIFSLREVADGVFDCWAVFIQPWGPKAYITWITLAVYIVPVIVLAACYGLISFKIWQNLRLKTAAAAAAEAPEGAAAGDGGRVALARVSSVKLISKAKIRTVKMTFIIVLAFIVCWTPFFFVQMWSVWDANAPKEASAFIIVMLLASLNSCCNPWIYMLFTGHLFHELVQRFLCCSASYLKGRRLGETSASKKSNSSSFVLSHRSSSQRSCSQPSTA
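Measured by – Fluo-8 calcium dye fluorescence · Test system – human OTR in CHO cells · Dosing – one concentration, 3.0 µM compound · Controls – EC15 oxytocin alone as 0%, 75 nM oxytocin as 100% · Evaluation – normalized max/min fluorescence ratio, % activation · Timing – 6 min pre-incubation, 100 s read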
CHO-K1 Ca antag: M1 antagonist counterscreen hit in parental CHO-K1 cells; ATP-induced calcium, Fluo-8 fluorescence; 0.6% of 360,000 active; inhibition, % at 3 µM;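 active = inhibition above a per-plate cutoff, the plate's mean sample inhibition plus 3 SD, cut at about 24% in these data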;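 also: 0% = DMSO plus EC80 ATP and 100% = DMSO alone without ATP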
CHRM1 antagonist: human CHRM1 antagonism; CHO-K1 hM1, Fluo-8 calcium fluorescence, ACh EC80 antagonist; inhibition, % at 3 µM; 1.3% of 360,000 active; AID 588852;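 active = percent inhibition above its own plate's cutoff, namely the mean of that plate's compound wells plus 3 SD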;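 also: peak over basal fluorescence ratio during 140 s after agonist addition; 0% = ACh EC80 plus DMSO and 100% = DMSO alone without agonist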
CHO parental Ca: counter-screen for OX1R antagonists: effect in parental CHO cells; parental CHO-K1, ATP-induced calcium, Fluo-8 fluorescence; inhibition, % at 5.6 µM; 0.63% of 330,000 active;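 active = inhibition above that plate's mean sample inhibition plus 3 SD, cut at about 26% in these data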;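 also: 0% = ATP-challenged DMSO wells and 100% = DMSO wells without ATP; some compounds past the cut are filed as inactive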
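Test system: parental CHO cells; detection: calcium-sensitive Fluo-8 fluorescence; evaluation: percent inhibition of calcium signal; also added: ATP as calcium-mobilizing challenge; repeats: one well per compound; control set: ATP-challenged DMSO wells low, unchallenged DMSO wells high; compound: single nominal dose of 5.6 µM per compound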
M1 ag: human M1 muscarinic receptor agonism; CHO-K1 hM1, Fluo-8 calcium fluorescence, agonist mode; 0% DMSO, 100% acetylcholine EC100; P11229; AID 588814; activation, % at 3 µM; 0.33% of 360,000 active;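 active = activation above the run's mean compound activation plus 3 SD, cut at about 16% in these data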;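 also: peak over basal fluorescence ratio within a 140 s kinetic read after compound addition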
M1 PAM: potentiates human M1 receptor response to acetylcholine. AID 588819. 0.088% of 360,000 active. activation, % at 3 µM. CHO-K1 hM1, Fluo-8 calcium fluorescence, ACh EC20; 0% = ACh EC20, 100% = maximal ACh. P11229; in the data active = activation above about 19%, passing the limit was not always enough
M4 ag: CHRM4 agonism in calcium assay | AID 624127 | 0.14% of 360,000 active | CHO-K1 hM4/Gqi5, Fluo-8 calcium fluorescence; vehicle 0%, full acetylcholine response 100% | P08173 | activation, % at 3 µM;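 active = activation above the run mean over all test wells plus 3 SD, cut at about 32% in these data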;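 also: peak over basal fluorescence ratio per well then scaled between controls; 0% = DMSO wells and 100% = acetylcholine at EC100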
M1 ag parental: counter-screen for M1 agonists: effect in parental CHO-K1 cells. activation, % at 3 µM. 0.48% of 360,000 active. Fluo-8 calcium fluorescence; scaled to maximal ATP response, vehicle zero. AID 602248; in the data active = activation above about 15%;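 also: untransfected CHO-K1 host cells lacking M1 receptor as counterscreen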
* = called active by the depositor; · = no result given.

Results follow in this order: CHRM4 antagonist, OXTR potentiator, CHO-K1 Ca antag, CHRM1 antagonist, CHO parental Ca, M1 ag, M1 PAM, M4 ag, M1 ag parental
[1] CC(C)Cn1c(=S)[nH]c2cc(C(=O)O)ccc2c1=O
 : -4, 3, 2, -14, -6, -3, 8, 1, 0.1
[2] CCc1ccc2nc(SCC(=O)Nc3nnc(C)s3)c(C)cc2c1
 : -2, -15, -6, 3, -11, -1, 10, 0, -0.4
[3] COc1cc(S(=O)(=O)NCCN2CCOCC2)c(OC)cc1Cl
 : 2, 2, -16, -5, -2, -5, 6, 1, 0.1
[4] CCOCc1nnc(NC(=O)COC)s1
 : 0, -11, 5, 2, 0, -3, 4, 0, -0.3
[5] CCC(=O)Nc1sc(C(=O)N2CCCCC2)c(C)c1C#N
 : -16, -8, -21, -7, -10, -1, 6, 1, -0.1
[6] C/C(=N\NC(=O)c1ccc([N+](=O)[O-])cc1)c1cc2ccccc2oc1=O
 : 6, -2, -10, -1, 0, -4, 1, 0, 1.0
[7] CC(C)=CCC/C(C)=C/CNC(=O)C[C@H]1C[C@H](C(=O)N2CCCCC2)[C@@]2(C)c3[nH]c4ccc(Cl)cc4c3CCN2C1=O
 : -21, ·, -13, -17, -16, 0, 8, 1, 1.1
[8] O=C(NC(Cc1c[nH]c2ccccc12)C(=O)OCC(=O)c1cccc2ccccc12)c1cccs1 (stereo not given)
 : 7, -6, -6, -5, 11, -5, 3, 2, 0.7
[9] Cn1c(N/N=C\c2cccc(O)c2)cc(=O)n(C)c1=O
 : 3, -2, 11, 0, -9, -4, 3, 1, -0.1
[10] C=Cc1ccc(Cn2c(C)c(C(=O)NCc3cccc([N+](=O)[O-])c3)sc2=O)cc1
 : 1, ·, -1, 5, ·, -11, -10, 11, 2.3
[11] O=C(c1cccc(Oc2ccc([N+](=O)[O-])cc2Cl)c1)N1CCOCC1
 : 3, -11, 1, 7, -12, -5, -5, 1, 1.8
[12] O=C(CN(Cc1ccccc1)S(=O)(=O)c1ccccc1)N1CCOCC1
 : 1, 0, -3, -4, 3, -6, 10, 1, 0.3
[13] COc1cccc(C2NC(=O)NC(C)=C2C(=O)OCC2CCCCC2)c1 (stereo not given)
 : 14, 0, 6, -3, -13, -3, -1, 1, -0.7
[14] Cc1ccc(N(CC(=O)NCc2cccnc2)S(C)(=O)=O)cc1C
 : -12, -4, 12, 0, 2, -3, 1, 2, -0.5
[15] CCc1c(Nc2ccccc2C)nc(N)[nH]c1=O
 : -8, ·, -9, -8, ·, 0, 0, 0, -0.2
[16] CCC(C)(C)n1nnnc1C(c1ccc2ncccc2c1)N1CCN(Cc2ccc3c(c2)OCO3)CC1 (stereo not given)
 : -4, 1, -9, -12, -13, 1, 15, 2, -0.1
[17] Cc1ccccc1Cn1ccc(NC(=O)c2nc3ncccn3n2)n1
 : -6, 3, -7, -35, -9, 0, 7, 1, 3.9
[18] Nc1nc(CSC(=S)N2CCN(c3ccccc3)CC2)nc(Nc2ccc(F)cc2)n1
 : -5, -8, -10, -12, -16, -9, 5, 1, 0.1
[19] CC1=CN2C(=N)/C(=C/c3ccc([N+](=O)[O-])o3)C(=O)N=C2S1
 : 2, -3, -3, 0, 2, -2, 3, 2, 2.9
[20] Cc1ccc(NC(=O)Nc2ccc3c(c2)C(=O)OC3)cc1Cl
 : -1, -1, -6, -7, -17, -2, 6, 1, 0.8
[21] COc1ccc(C(=O)OCC(=O)Nc2ccc(Cl)c(C(F)(F)F)c2)c(OC)c1OC
 : 0, -9, 6, 13, -18, -5, -13, 12, 9.1
[22] CC(C)(C)C(=O)Nc1ccccc1C(=O)NCc1cccnc1
 : -7, -11, -1, -11, -27, -2, 8, 0, 0.6
[23] Cc1ccc(OCC(=O)Nc2ccc3c(c2)nc(CCN2CCCCC2)n3C)cc1
 : -6, -9, -14, 23, -19, -5, -14, -1, 0.5
[24] O=C(Nc1ccc(Cl)c(S(=O)(=O)N2CCOCC2)c1)c1cc(=O)[nH]c2ccccc12
 : 2, -1, 9, -6, -15, -2, 9, 1, -0.3
[25] COc1cccc(OC)c1-c1nn(-c2ncc(C(F)(F)F)cc2Cl)c(=O)o1
 : 7, 3, -6, 2, -5, -3, 1, 0, 0.3
[26] COc1cccc(C2CC(c3ccc(Cl)cc3)Nc3nc(N)nn32)c1 (stereo not given)
 : 1, -6, 0, -10, -8, -3, 5, 4, 1.1
[27] O=C(COc1ccc(Br)cc1Cl)N1CCN(c2ccccn2)CC1
 : 2, -13, -7, -8, 6, -3, 7, 4, 2.1
[28] O=C(NNC(=S)Nc1ccc(F)cc1)C1CC1c1ccc(Cl)cc1 (stereo not given)
 : -2, 2, 5, -3, 13, -2, 8, 5, 3.6
[29] O=C(COC(=O)c1ccc(S(=O)(=O)N2CCCC2)cc1)NCc1ccco1
 : 1, -13, -12, 7, -6, -3, 2, 2, 0.1
[30] Cc1ccc(NC(=O)COC(=O)c2cccnc2Cl)cc1S(=O)(=O)N1CCCCC1
 : 4, -13, 1, 11, -7, 4, -6, 16, 11

31: CCCCn1c(N)c(N(CCOC)C(=O)CCCc2nc3ccccc3s2)c(=O)[nH]c1=O
32: CC(=O)NC1C(Oc2ccc3c(C)cc(=O)oc3c2)OC(COC(C)=O)C(OC(C)=O)C1OC(C)=O (stereo not given)
33: Cc1cc(C)c(C#N)c(SCCN2CCCCC2)n1
34: O=C(CSc1nc2ccc(Cl)cc2[nH]1)NC1CCCC1
35: O=C(CSc1n[nH]c(-c2cccnc2)n1)Nc1ccc(Br)cc1
36: C[C@@H]1COC(=O)[C@H](CC(=O)OC(C)(C)C)C/C=C\C[C@@H](CC(=O)NCCO)C(=O)N1
37: Cn1cc(/C=N/n2cnc3sc4c(c3c2=O)CCCC4)c2ccccc21
38: O=[N+]([O-])c1ccc(-c2c(-c3ccccc3)ncc3ccc(F)cc23)cc1

screen / no.	31	32	33	34	35	36	37	38
CHRM4 antagonist	-12	-2	-1	-5	-9	-4	-6	-1
OXTR potentiator	-12	-1	·	-6	-8	2	-14	-6
CHO-K1 Ca antag	12	-6	-5	-6	9	0	-13	-13
CHRM1 antagonist	-26	-6	-2	-1	2	4	-8	8
CHO parental Ca	0	10	·	-16	-12	-4	-3	-25
M1 ag	2	-6	-10	-1	-3	2	-3	-4
M1 PAM	18	0	-1	12	2	13	8	-6
M4 ag	1	2	0	4	3	2	1	2
M1 ag parental	-0.3	-0.2	1.0	1.6	0.2	-0.4	0.4	-1.0

39: Cc1ccc(C(C(=O)NC2CCCCC2)N2CCC3(CC2)OCCO3)cc1 (stereo not given)
40: COc1cccc(CNC(=O)Cn2ncn3cccc3c2=O)c1OC
41: O=C(CCCN1C(=O)CCC1=O)Nc1cccc(C(F)(F)F)c1
42: O=S(=O)(c1ccccc1)N1CCN(S(=O)(=O)c2ccccc2)c2ccccc21
43: CCCSc1nnc(-c2cccc(S(=O)(=O)N(C)C)c2)n1-c1cc(OC)ccc1OC
44: COc1ccc(/C=N/S(=O)(=O)c2cccs2)cc1
45: COc1ccccc1NC(=O)/C=C/C(N)=O
46: COC(CNC(=O)c1c[nH]c2ccc(S(=O)(=O)N(C)c3ccc(F)cc3)cc2c1=O)OC

screen / no.	39	40	41	42	43	44	45	46
CHRM4 antagonist	1	-7	0	-14	1	3	3	-1
OXTR potentiator	6	0	-4	·	-7	-2	-1	-10
CHO-K1 Ca antag	-13	-15	-5	-4	4	-10	-21	-4
CHRM1 antagonist	-5	-9	-18	-9	3	-6	-1	1
CHO parental Ca	-3	-2	0	·	-19	-2	0	-20
M1 ag	0	-4	-2	-3	-7	-6	-3	-7
M1 PAM	5	9	-1	2	-2	8	2	-5
M4 ag	1	0	1	0	-1	1	1	1
M1 ag parental	1.2	0.6	-0.2	0.3	-0.2	0.5	0.6	0.6

47: O=C(CCc1nnc(C2CCCCC2)o1)NCCCOc1cccnc1
48: CSc1nc2sc3c(c2c(=O)[nH]1)CCC(C)C3 (stereo not given)
49: O=S1(=O)CCN(Cc2csc(-c3cccs3)n2)CC1
50: CN(C)c1ccc(CNC23CN4CN(CN(C4)C2)C3)cc1
51: O=C(NCc1nc2ccccc2[nH]1)C1=C[C@H](C2CC2)C[C@H](OCc2ccc(CO)cc2)O1
52: CC(C)S(=O)(=O)N1CCCC(c2cc(C(=O)Nc3ccc(F)c(Cl)c3)no2)C1 (stereo not given)

screen / no.	47	48	49	50	51	52
CHRM4 antagonist	-4	-1	-1	3	5	-20
OXTR potentiator	-17	-5	-2	-12	-5	·
CHO-K1 Ca antag	-9	-8	-16	9	-9	-3
CHRM1 antagonist	-9	-20	-11	8	-2	2
CHO parental Ca	-4	-7	-19	4	-9	·
M1 ag	-6	-2	-3	-3	-8	2
M1 PAM	13	4	7	-7	-1	-10
M4 ag	1	2	0	0	3	16
M1 ag parental	0.2	-0.1	1.0	0.1	0.7	14

Whole records, quoted from the list:
O=C(NCc1nc2ccccc2[nH]1)C1=C[C@H](C2CC2)C[C@H](OCc2ccc(CO)cc2)O1 reads CHRM4 antagonist: 5; OXTR potentiator: -5; CHO-K1 Ca antag: -9; CHRM1 antagonist: -2; CHO parental Ca: -9; M1 ag: -8; M1 PAM: -1; M4 ag: 3; M1 ag parental: 0.7
CN(C)c1ccc(CNC23CN4CN(CN(C4)C2)C3)cc1 reads CHRM4 antagonist: 3; OXTR potentiator: -12; CHO-K1 Ca antag: 9; CHRM1 antagonist: 8; CHO parental Ca: 4; M1 ag: -3; M1 PAM: -7; M4 ag: 0; M1 ag parental: 0.1
CSc1nc2sc3c(c2c(=O)[nH]1)CCC(C)C3 (stereo not given) reads CHRM4 antagonist: -1; OXTR potentiator: -5; CHO-K1 Ca antag: -8; CHRM1 antagonist: -20; CHO parental Ca: -7; M1 ag: -2; M1 PAM: 4; M4 ag: 2; M1 ag parental: -0.1
